Calb biofilm kill – clotrimazole potentiators killing Candida biofilms, primary screen, with clotrimazole, Alamar Blue; C. albicans biofilm + clotrimazole; inhibition, % at 6 µM; 0.14% of 85,000 active; AID 834, 2007;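 active = inhibition above 20%; inactive = inhibition below 20%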;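 note: preformed 24 hr biofilms exposed to compound for 48 hr; 0% = biofilm without compound and 100% = blank killed by clotrimazole plus chlorhexidine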
TNFa cytotox – cytotoxicity in TNFa-stimulated HUVEC, primary screen, cytotoxicity control for VCAM1 expression modulator project, imaging, Hoechst nuclei count. 0.17% of 93,000 active. cell count reduction, % at 2 µM. HUVEC TNFalpha-stimulated, Hoechst cell count. AID 848, 2007;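 active = cell count reduction exceeding the screen mean by over 5 SD, scaled to untreated wells per plate, cut at about 78% in these data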;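 note: cells counted after 24 h of TNF alpha exposure following the 1 h pretreatment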
cytoskel mod – modifiers of F-actin cytoskeleton organization, primary screen, imaging, HUVEC, phalloidin staining, high-content imaging. HUVEC TNFa F-actin phalloidin imaging. inhibition, % at 2 µM. 0.18% of 91,000 active. AID 836, 2007;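 active = inhibition above the batch mean plus 3 SD and confirmed as a hit by visual image inspection, cut at about 30% in these data, passing the limit was not always enough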; note: strong numbers were not always called active
HUVEC tox IL1B – cytotoxicity in IL-1B stimulated HUVEC, primary screen, cytotoxicity control for IL-1B NFkB translocation project, imaging, Hoechst nuclear count, IL-1B stimulus; HUVEC cell count loss; cell count reduction, % at 2 µM; 0.41% of 94,000 active;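 active = cell count reduction more than 3 SD above the screen-wide mean, cut at about 70% in these data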;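 note: normalized per plate to untreated control cells as the no-loss baseline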
Smad3 FoxH1 inh – Smad3/FoxH1 peptide binding inhibitors, primary screen, biochemical, TR-FRET; 0.29% of 88,000 active; Mothers against decapentaplegic homolog 3 (Homo sapiens), P84022; AID 630, 2007; TR-FRET Smad3/Dy647-FoxH1 peptide binding, europium anti-His; inhibition, % at 25 µM;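 active = compounds that reduce the energy-transfer binding signal between the protein and its labelled peptide by more than half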;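 note: 0% = Smad3 plus labelled peptide maximal FRET and 100% = peptide-only background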
Target sequence (P84022 whole entry, looked up): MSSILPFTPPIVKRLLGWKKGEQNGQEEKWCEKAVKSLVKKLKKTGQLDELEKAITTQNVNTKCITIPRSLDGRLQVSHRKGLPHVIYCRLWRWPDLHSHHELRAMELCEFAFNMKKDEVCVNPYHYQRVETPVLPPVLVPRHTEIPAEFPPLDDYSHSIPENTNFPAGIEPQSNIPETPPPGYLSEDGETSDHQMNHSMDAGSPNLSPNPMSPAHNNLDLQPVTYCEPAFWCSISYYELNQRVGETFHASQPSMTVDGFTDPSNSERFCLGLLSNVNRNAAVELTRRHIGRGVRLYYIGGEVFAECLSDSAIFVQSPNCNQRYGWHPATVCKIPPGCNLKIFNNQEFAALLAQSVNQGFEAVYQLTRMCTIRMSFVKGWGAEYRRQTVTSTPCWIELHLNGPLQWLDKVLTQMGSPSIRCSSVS
sEH activator – soluble epoxide hydrolase activators, primary screen, biochemical, human sEH; Bifunctional epoxide hydrolase 2 (Homo sapiens), P34913; 0.04% of 91,000 active; purified human sEH enzymatic activity, activator screen; AID 717, 2007; activation, % at 2 µM; in the data active = activation above about 37%; note: values of inactives mirror those of a sister screen read the other way
VCAM1 TNFa inh – inhibitors of TNFa-induced VCAM1 expression, primary screen, imaging, HUVEC, TNFa stimulus, immunofluorescence. HUVEC TNFa-induced VCAM-1 immunofluorescence, high-content imaging. inhibition, % at 2 µM. 0.48% of 95,000 active. AID 802, 2007;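 active = inhibition above the batch mean plus 3 SD, with images confirmed as a hit by eye, cut at about 37% in these data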;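 note: 0% = TNF-stimulated DMSO wells and 100% = unstimulated control wells; not every result past the cut was called active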
ERb coact inh – inhibitors of ERβ-SRC1 coactivator interaction, primary screen, biochemical, TR-FRET, ERβ LBD, SRC-1 peptide | AID 633, 2007 | inhibition, % at 25.6 µM | 1.3% of 86,000 active | TR-FRET ER-beta LBD / SRC1-Cy5 peptide binding; receptor agonist-loaded with 1 µM estradiol | Estrogen receptor beta (Homo sapiens), Q92731;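 active = compounds whose percent inhibition of the receptor-coactivator binding signal exceeds about 50% in the single-dose screen, limit read from the data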;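 note: 0% = receptor plus peptide wells without compound and 100% = peptide-only wells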
Target sequence (Q92731 whole entry, looked up, the tested form may be a part): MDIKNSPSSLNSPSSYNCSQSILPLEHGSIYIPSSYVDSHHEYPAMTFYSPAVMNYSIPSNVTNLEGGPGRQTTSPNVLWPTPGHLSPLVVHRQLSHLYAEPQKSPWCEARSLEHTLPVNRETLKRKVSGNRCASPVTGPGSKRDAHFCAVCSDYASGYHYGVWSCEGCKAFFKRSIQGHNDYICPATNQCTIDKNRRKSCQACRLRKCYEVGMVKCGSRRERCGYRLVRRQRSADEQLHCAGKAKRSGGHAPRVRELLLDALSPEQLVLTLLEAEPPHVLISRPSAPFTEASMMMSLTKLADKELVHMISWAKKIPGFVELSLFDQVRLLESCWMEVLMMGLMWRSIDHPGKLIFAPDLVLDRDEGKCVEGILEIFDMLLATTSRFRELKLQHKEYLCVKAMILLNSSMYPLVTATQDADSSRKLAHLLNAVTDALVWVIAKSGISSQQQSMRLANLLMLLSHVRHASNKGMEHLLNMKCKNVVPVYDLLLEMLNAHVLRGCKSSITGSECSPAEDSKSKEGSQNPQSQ
sEH inh – soluble epoxide hydrolase inhibitors, primary screen, biochemical, human sEH; Bifunctional epoxide hydrolase 2 (Homo sapiens), P34913; inhibition, % at 2 µM; recombinant human sEH enzymatic activity assay; 0.34% of 91,000 active; AID 707, 2007; in the data active = inhibition above about 80%; note: values of inactives mirror those of a sister screen read the other way; many of its hits are not listed in these tables
An asterisk follows results filed as active; / = not tested or not shown; [ ] = dose if it differs, or a comment. A portion of the library. The share of hits here may be higher or lower than overall.

SMILES	Calb biofilm kill	TNFa cytotox	cytoskel mod	HUVEC tox IL1B	Smad3 FoxH1 inh	sEH activator	VCAM1 TNFa inh	ERb coact inh	sEH inh
Cc1ccc2nc(-c3ccc(NC(=S)NCCC(C)C)cc3)sc2c1	/	-27	29	-12	/	-24	8	/	26
Cc1ccc(C2CC(=O)Nc3cc4c(cc32)OCCO4)s1 (stereo unspecified)	4	3	16	-19	2	8	20	3	-9
Cc1ccc(CNc2ccc3c(c2)OCO3)cc1	12	-26	9	-10	-6	5	13	23[fluorescence artefact?]	1
Cc1nc2cccc(C)n2c(=O)c1Cl	7	-8	-2	-8	8	-34	10	-3	36
COc1ccc(C2CC(C(F)(F)F)n3nc(C(=O)O)cc3N2)cc1OC (stereo unspecified)	/	-11	-32	-14	/	-2	4	/	2
CC(=O)c1cc(C#N)c(SCc2ccccc2)nc1C	-6	-4	-6	-15	5	4	-4	5	-7
COc1ccc(NC(=O)N[C@@H](CCSC)C(=O)O)cc1Cl	3	16	-10	39	4	11	-17	-8	-12
Cc1ccc(C(=O)O/N=C(\N)c2cccc([N+](=O)[O-])c2)cc1	/	-40	-10	11	/	8	-38	/	-8
CCOC(=O)C1C2C=CC3(CN(c4cccc(Cl)c4)C(=O)C13)O2 (stereo unspecified)	5	-26	9	-45	-3	-16	10	11	18
O=S(Cc1ccccc1)CC(O)(c1ccccc1)c1ccccc1 (stereo unspecified)	/	-22	22	-52	/	2	-19	/	-5
O=C(NCCSCc1c(F)cccc1Cl)c1ccco1	7	-16	23	-4	4	-17	2	-6	18
COc1cccc(/C=N/NC(=O)c2ccc(OCc3cccc(Br)c3)cc2)c1	/	-31	15	9	/	-48	-24	/	46
O=C(NCc1ccccn1)c1ccc(Cl)s1	3	-4	10	60	-5	-10	-7	-9	9
COc1ccc(C)cc1NC(=O)CC(O)(C(F)(F)F)C(F)(F)F	6	-3	-17	-5	16	10	9	5	-8
Cn1nccc1/C=C(/C#N)S(=O)(=O)c1ccccc1	4	0	14	-24	-1	-5	11	-4	5
CN(C)c1ccc(NC(=S)NC(=O)/C=C/c2ccc(Cl)cc2)cc1	/	-8	-13	-1	/	8	-2	/	-9
CCOC(=O)NC1(C(F)(F)F)N=C(c2ccccc2)NC1=O (stereo unspecified)	7	-2	8	14	6	6	10	-1	-4
COc1ccccc1N(C)S(=O)(=O)c1ccc(C(=O)NC2=NCCS2)cc1	8	-15	1	-11	6	3	13	1	1
NC(=O)/C=C\C(=O)Nc1cccc(C(F)(F)F)c1	/	/	20	84*	/	10	10	/	-8
COc1cccc(NC(=O)CNC(=O)c2ccccc2)c1	-6	-19	-11	25	-3	-6	7	-4	11
COc1ccc(CCNC(=O)CN2CCCc3ccccc32)cc1OC	-6	35	-18	4	-16	7	-2	-5	-6
O=C(Nc1nccs1)C1(S(=O)(=O)c2ccc(Cl)cc2)CC1	2	-13	7	-19	11[fluorescence artefact?]	-8	-12	-21	10
Cc1cccc(OCC(=O)N/N=C/c2cn[nH]c2-c2ccc(Cl)c(Cl)c2)c1	/	-1	-17	-16	/	6	17	/	-3
CCn1c2ccccc2c2cc(NC(=O)COc3ccc(OC)cc3)ccc21	/	-2	-11	-16	/	7	2	/	-8
Cc1sc2ccccc2[n+]1CCC(C)S(=O)(=O)[O-] (stereo unspecified)	/	-7	11	-9	/	-7	6	/	9

Molecules listed so far that contain a CF3 group (4):
SMILES	Calb biofilm kill	TNFa cytotox	cytoskel mod	HUVEC tox IL1B	Smad3 FoxH1 inh	sEH activator	VCAM1 TNFa inh	ERb coact inh	sEH inh
COc1ccc(C2CC(C(F)(F)F)n3nc(C(=O)O)cc3N2)cc1OC (stereo unspecified)	/	-11	-32	-14	/	-2	4	/	2
COc1ccc(C)cc1NC(=O)CC(O)(C(F)(F)F)C(F)(F)F	6	-3	-17	-5	16	10	9	5	-8
CCOC(=O)NC1(C(F)(F)F)N=C(c2ccccc2)NC1=O (stereo unspecified)	7	-2	8	14	6	6	10	-1	-4
NC(=O)/C=C\C(=O)Nc1cccc(C(F)(F)F)c1	/	/	20	84*	/	10	10	/	-8

The results go on.
SMILES	Calb biofilm kill	TNFa cytotox	cytoskel mod	HUVEC tox IL1B	Smad3 FoxH1 inh	sEH activator	VCAM1 TNFa inh	ERb coact inh	sEH inh
COc1ccc(OC)c2sc(N3CCCCC3)nc12	9	-8	-1	-7	5	/	-4	5	/
CN(C)S(=O)(=O)Nc1ccc(Oc2ccccc2)cc1	6	-13	-2	15	12	-17	-14	-22[fluorescence artefact?]	20
CCn1cc(C(=O)OC(C)C(=O)Nc2c(C)n(C)n(-c3ccccc3)c2=O)c(=O)c2ccc(C)nc21 (stereo unspecified)	0	-24	11	6	-2	-2	-6	10[fluorescence artefact?]	3
CCn1c(COc2ccccc2C(N)=O)nc2ccccc21	4	-9	11	-16	-3	5	4	-9	-5
Cc1ccc(CNc2ccc(CNc3ncn[nH]3)cc2)cc1	5	9	-11	-3	2	9	-15	-12	-9
Cc1nn(Cc2c(F)c(F)c(F)c(F)c2F)c(C)c1NC(=O)c1c([N+](=O)[O-])cnn1C	/	-24	14	-6	/	5	1	/	-3
CCCCCOC(=O)Nc1nnc(CCC)s1	6	-15	26	-12	-14	-9	12	1	8
CC1=C(CC(=O)c2ccccc2)C(=O)c2ccccc2C1=O	/	13	-6	-3	/	-7	16	/	10
Cc1nc(SCC(=O)OCc2ccccc2)c(C#N)c(-c2ccccc2)c1C(=O)Nc1ccccc1	/	-17	37	10	/	-7	0	/	8
C/C(CC(=O)Nc1cccc2c1CCCC2)=N\NC(=O)c1ccccc1N	/	-6	-15	0	/	-11	6	/	11
c1ccc(C(c2nnnn2C2CCCCC2)N2CCc3ccccc3C2)nc1 (stereo unspecified)	5	4	6	11	7	-7	2	-12[fluorescence artefact?]	5
COc1ccc(C2CC(=O)N3CN(c4ccc(C)c(Cl)c4)CSC3=C2C#N)cc1 (stereo unspecified)	1	-17	10	6	5[fluorescence artefact?]	7	16	-18	-6
Cc1cc(C)cc(N(C(=O)c2csnn2)C(C(=O)NC(C)(C)C)c2cccs2)c1 (stereo unspecified)	/	/	-18	20	/	12	-28	/	-9
CCOC(=O)c1sc(NC(=O)CSc2nnnn2-c2ccccc2)nc1C	5	-18	13	-7	-9	-9	-2	1[fluorescence artefact?]	8
CC(C)n1cc(/C=C2/NC(=O)N(c3cccc(Cl)c3)C2=O)c2ccccc21	7	-9	-25	5	-2	3	-9	-9	-5
CN(CCCNS(=O)(=O)c1cccc2cccnc12)Cc1ccccc1	3	-24	9	-11	-13	4	-1	-1[fluorescence artefact?]	-6
O=C(CSc1nc(N2CCCCC2)nc(N2CCCCC2)n1)Nc1nccs1	7	-25	11	7	23[fluorescence artefact?]	-6	18	-16[fluorescence artefact?]	10
CN1CCN(S(=O)(=O)c2ccc(N3CCN(S(=O)(=O)/C=C/c4ccccc4)CC3)nc2)CC1	8	-42	8	7	17	-1	6	12[fluorescence artefact?]	0
O=C(CN1CCCCC1)Nc1nnc(-c2ccccc2)s1	3	0	-4	-6	-5	3	-6	5	-3
Cc1noc(C)c1COC(=O)CCCc1nc2ccccc2s1	6	-19	17	-58	-11	1	19	1[fluorescence artefact?]	-3
COc1ccccc1NC(=O)CN1CCN(S(=O)(=O)c2ccc(Br)cc2)CC1	2	-26	4	-63	6	-6	-2	10[fluorescence artefact?]	7
Fc1ccc(CSc2nnc(-c3cccs3)o2)cc1	6	-14	-6	-11	5	3	5	-6	-2
O=C(Nc1nc(-c2cccnc2)cs1)c1ccc(S(=O)(=O)N2CCOCC2)cc1	8	-16	32	-2	0	5	2	9[fluorescence artefact?]	-7
Cc1nc(-c2cccc(S(=O)(=O)N3CC(C)OC(C)C3)c2)cs1 (stereo unspecified)	0	-16	20	17	4	0	10	-11	-1
Brc1ccc(-c2nnc3n2C2(CCCC2)Cc2ccccc2-3)o1	-6	-16	5	-34	-2	-8	20	7	9
Remaining list, next part.
SMILES	Calb biofilm kill	TNFa cytotox	cytoskel mod	HUVEC tox IL1B	Smad3 FoxH1 inh	sEH activator	VCAM1 TNFa inh	ERb coact inh	sEH inh
Cn1c(SCc2c(F)cccc2Cl)nnc1-c1cnccn1	-1	-27	-6	-48	4	-4	17	0	5
CC(C)OC(=O)CSc1nc2cccnc2n1-c1ccc(F)cc1	4	-3	10	-10	2	-10	20	13	13
COc1cc(C(=O)N[C@H](C(=O)NC(C)C23CC4CC(CC(C4)C2)C3)C(C)C)cc(OC)c1OC (stereo partly specified)	6	-12	-5	-102	-10	11	-1	-5	-13
COc1cccc(-c2nc(=S)c3c(n2Cc2ccco2)CCCC3)c1	3	-29	10	-9	23[fluorescence artefact?]	-11	-7	13	9
CC(C)N(Cc1ccccc1)C(=O)COC(=O)c1ccc2c(c1)OCCO2	5	-40	10	-27	-2	8	18	-12	-6
CC(=O)NS(=O)(=O)c1ccc(NC(=O)/C=C/c2ccccc2Cl)cc1	/	2	-2	-5	/	-14	4	/	14
CCCS(=O)(=O)N1CCC(C(=O)NCCN(CC)c2ccccc2)CC1	2	-26	13	-4	-15	/	10	10[fluorescence artefact?]	/
CCOc1ccc(-c2nnc(SCC(=O)Nc3ccc4c(c3)c3ccccc3n4CC)n2N)cc1	/	11	-3	-12	/	7	32	/	-6
COC(=O)C1=C(N)c2c(F)cccc2C1(C#N)c1ccc(F)cc1 (stereo unspecified)	0	1	-13	3	-14	1	8	-2	-2
O=S(N1CCCCCC1)C12CC3CC(CC(C3)C1)C2 (stereo unspecified)	3	-19	14	-5	11	9	-5	-5	-10
CCOC(=O)Cc1csc(NC(=O)CCS(=O)(=O)Cc2ccccc2)n1	7	/	2	-6	1	10	-28	23[fluorescence artefact?]	-12
O=C(c1cccs1)N1CCN(Cc2ccncc2)CC1	7	-23	21	-4	4	0	7	-4	-2
O=C(Nc1ccc(Cl)cc1)C(c1ccccc1)N(CCO)CCO (stereo unspecified)	3	-11	-5	-10	-3	-1	-10	-4	3
Cc1ccc(CNC(=O)c2cn(C)c(=O)c3c2c2ccccc2n3C)o1	-3	4	/	17	-1	11	6	-2	-12
Cc1ccc2oc(C(=O)Nc3c(C)n(C)n(-c4ccccc4)c3=O)c(C)c2c1	5	2	-8	16	9[fluorescence artefact?]	11	6	-5[fluorescence artefact?]	-12
COc1ccc(NS(=O)(=O)c2cccs2)c(OC)c1	/	-7	0	-15	/	8	8	/	-7
O=C(CSc1nnc(-c2cc3ccccc3cc2O)n1Cc1ccco1)c1ccc(F)cc1	7	-23	6	8	0	1	-24	5	-1
O=S(=O)(Nc1cccnc1)c1cccs1	10	14	-33	6	0	7	-5	27	-6
Nc1ccc(C(=O)c2ccc3c(c2)OCCO3)cc1N	8	-7	-2	6	-1	9	10	4	-6
COc1ccc(NC(=S)N2N=CCC2c2ccccc2)cc1 (stereo unspecified)	1	-34	7	2	-2	14	10	-14[fluorescence artefact?]	-17
COc1ccc(NC(=O)Nc2ncccc2C)cc1	6	-14	-8	7	-5	13	18	0[fluorescence artefact?]	-6
O=C1CCCN1CCCNCC(=O)N1c2ccccc2Sc2ccccc21	/	-15	10	-2	/	12	0	/	-9
CCOC(=O)c1[nH]c2ccc(OC)cc2c1NC(C)=O	8	-22	8	7	-8	-3	-11	4	3
CN1C(=O)c2cccc(N(C)C)c2C1=O	3	-41	0	-32	-1	-14	2	9[fluorescence artefact?]	12
